High-throughput results as filed in PubChem.
GASC-1 inh: inhibitors of GASC-1 histone demethylase, primary screen, biochemical, fluorescence, DELFIA europium. GST-JMJD2C(1-420) H3K9me3 demethylation. inhibition, % at 2.35 µM. 330,000 compounds, 0.069% hits;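 active means more than half of a compound's replicate wells show inhibition beyond 50%, single wells judged on their own value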;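 further: signal counts dimethyl H3K9 product captured on neutravidin plate; 0% = median of DMSO wells and 100% = 0.3 times that DMSO median; strong numbers were not always called active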
proCasp3 act: activators of human procaspase-3 D3A mutant, primary screen, biochemical, absorbance, PC-3 D3A mutant, single concentration. recombinant procaspase-3 D3A, Ac-DEVD-pNA absorbance 405 nm. activation, % at 8.5 µM. 330,000 compounds, 0.11% hits. AID 463141, 2010;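 active means activation above the mean of all tested compounds plus 3 SD, cut at about 21% in these data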;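 further: 0% = DMSO alone and 100% = DMSO wells spiked with extra 5 µM PC-3 D3A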
Target sequence (P42574 whole entry D9A/D28A/D175A): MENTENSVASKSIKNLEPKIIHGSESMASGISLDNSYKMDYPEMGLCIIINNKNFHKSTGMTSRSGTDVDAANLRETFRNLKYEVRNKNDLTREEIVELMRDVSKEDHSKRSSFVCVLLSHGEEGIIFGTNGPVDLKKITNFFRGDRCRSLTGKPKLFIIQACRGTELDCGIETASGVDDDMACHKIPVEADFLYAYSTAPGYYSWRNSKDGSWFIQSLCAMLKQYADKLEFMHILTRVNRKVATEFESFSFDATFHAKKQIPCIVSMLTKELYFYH
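Assay system: Procaspase-3 D3A mutant, all three cleavage aspartates alanine. Buffer or medium: Zinc-free HEPES saline buffer with Triton X-100. Times: 1 h compound preincubation, 2 h substrate hydrolysis at 25 °C. Measured by: 405 nm absorbance of p-nitroaniline, reads at 0 and 120 min. Read-out basis: percent activation relative to control range. Replicates: singlicate.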
TPT1 inhibitor: Candida albicans TPT1 enzyme inhibitors, primary screen, biochemical, fluorescence polarization. tRNA 2'-phosphotransferase TPT1 (Candida albicans SC5314). recombinant caTPT1, FP RNA substrate dephosphorylation. inhibition, % at 5 µM. 300,000 compounds, 0.81% hits. AID 1962, 2009;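 active means inhibition above the mean of all tested compounds plus 3 SD, set per screening campaign, cut at about 24% in these data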;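 further: plate controls were DMSO alone for no effect and ferristatin control at 100 nM for full effect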
PP1 inh: PP1-alpha phosphatase inhibitors, primary screen, counter-screen for PP5 inhibitor project, biochemical, fluorescence, OMFP substrate, single point; Serine/threonine-protein phosphatase PP1-alpha catalytic subunit (Homo sapiens), P62136; inhibition, % at 6.7 µM; purified PP1alpha; 320,000 compounds, 0.9% hits; AID 2235, 2010;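 active means inhibition above the mean inhibition of all tested compounds plus 3 SD, computed separately for each screening campaign, cut at about 15% in these data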
Target sequence (P62136 whole entry, looked up): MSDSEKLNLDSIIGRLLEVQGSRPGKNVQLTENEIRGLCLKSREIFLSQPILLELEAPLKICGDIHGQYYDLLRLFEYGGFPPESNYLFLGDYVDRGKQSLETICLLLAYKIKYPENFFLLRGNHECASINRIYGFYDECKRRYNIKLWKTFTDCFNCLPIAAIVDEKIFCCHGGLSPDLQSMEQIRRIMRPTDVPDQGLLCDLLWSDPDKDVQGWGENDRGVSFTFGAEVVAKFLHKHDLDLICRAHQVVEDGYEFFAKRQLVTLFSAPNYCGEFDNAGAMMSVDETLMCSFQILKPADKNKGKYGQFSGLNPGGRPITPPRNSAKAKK
procasp7 counter: procaspase-7 activators, primary screen, counter-screen for procaspase-3 activator project, biochemical, absorbance, HTS, human | 330,000 compounds, 0.093% hits | activation, % at 8.5 µM | recombinant procaspase-7, Ac-DEVD-pNA absorbance 405 nm; D23A/D198A/D206A triple mutant, cannot self-cleave; scale: DMSO 0, 5 µM enzyme 100 | Caspase-7 (Homo sapiens), P55210;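 active means percent activation above the screen-wide mean plus 3 SD, cut at about 25% in these data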
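System: Procaspase-7 triple mutant (PC-7 D3A); measure: % activation from two-timepoint absorbance difference, scaled to controls; times: 1 h compound preincubation, 2 h substrate cleavage, 25 °C; also added: Ac-DEVD-pNA substrate, 400 µM as added; measured by: Epi-absorbance of released pNA at 405 nm, two timepoints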
PP5 primary: PP5 phosphatase inhibitors, primary screen, biochemical, fluorescence. Serine/threonine-protein phosphatase 5 (Homo sapiens), P53041. purified PP5c, OMFP substrate fluorescence. inhibition, % at 6.7 µM. 320,000 compounds, 0.18% hits. AID 1987, 2009;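 active means inhibition above the campaign's mean inhibition across all tested compounds plus 3 SD, cut at about 9.5% in these data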;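 further: 0% = DMSO only and 100% = 100 µM cantharidin control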
Target sequence (P53041 whole entry, looked up): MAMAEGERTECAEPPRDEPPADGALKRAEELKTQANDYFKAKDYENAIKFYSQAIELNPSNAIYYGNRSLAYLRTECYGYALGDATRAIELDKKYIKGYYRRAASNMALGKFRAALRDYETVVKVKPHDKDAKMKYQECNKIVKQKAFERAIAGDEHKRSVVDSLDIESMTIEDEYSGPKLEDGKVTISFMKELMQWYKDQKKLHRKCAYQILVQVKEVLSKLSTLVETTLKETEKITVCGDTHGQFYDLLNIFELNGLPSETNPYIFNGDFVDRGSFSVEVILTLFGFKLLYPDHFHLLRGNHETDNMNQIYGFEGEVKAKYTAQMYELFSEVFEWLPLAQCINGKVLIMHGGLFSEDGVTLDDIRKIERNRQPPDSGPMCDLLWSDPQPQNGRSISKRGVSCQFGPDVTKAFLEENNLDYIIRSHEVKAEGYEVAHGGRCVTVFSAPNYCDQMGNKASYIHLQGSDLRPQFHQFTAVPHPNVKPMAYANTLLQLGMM
core dimer inh: inhibitors of HCV core protein dimerization, primary screen, biochemical, TR-FRET, high-throughput; TR-FRET GST/Flag-core106 dimerization, 1536-well; inhibition, % at 5 µM; 300,000 compounds, 0.33% hits; AID 1899, 2009;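 active means inhibition above the mean of all tested compounds plus 3 SD, set per screening campaign, cut at about 45% in these data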
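test system = GST/Flag-tagged HCV core106 proteins | probe or stimulus = Eu donor and XL665 acceptor anti-tag antibodies | times = compound-protein-antibody incubation 4 h at 22.5 °C | signal = TR-FRET, excitation 340 nm, emission 617 and 671 nm | measure = percent inhibition of core106 dimerization signal | controls = wells lacking GST-core106 and wells with excess unlabelled core106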
CTSL1 counter: Fasciola hepatica cathepsin L1 inhibitors, primary screen, counter-screen for PFM18AAP inhibitor project, biochemical, QFRET, fluorogenic peptide substrate; 300,000 compounds, 0.49% hits; recombinant F. hepatica cathepsin L1, Z-Leu-Arg-MCA fluorescence; inhibition, % at 5.96 µM;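 active means inhibition above the mean of all tested compounds plus 3 SD, set per screening campaign, cut at about 17% in these data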;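 further: 0% = plate median of test compound wells and 100% = 1 µM Z-Phe-Ala-diazomethylketone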
Efflux pump inh: inhibitors of Candida efflux pumps in yeast, primary screen, S. cerevisiae, Nile Red, multiplex; inhibition, % at 10 µM; 330,000 compounds, 0.44% hits; S. cerevisiae Candida pump triplex;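 active means plate passing quality check with inhibition over a set limit, or well fluorescence over plate mean plus 4 SD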;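 further: Nile Red retained in pooled yeast measured as flow cytometry median fluorescence; 0% = buffer negative control and 100% = Enniatin B positive control; higher means more Nile Red kept so more efflux inhibition; some compounds called inactive have numbers as strong as hits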
Numbers without * were called inactive; · = no result given; & = joins results of further samples. An unsorted share of the library. Share with any hit: about 2.9%.

SMILES	GASC-1 inh	proCasp3 act	TPT1 inhibitor	PP1 inh	procasp7 counter	PP5 primary	core dimer inh	CTSL1 counter	Efflux pump inh
NNC(=O)c1ccc(Cn2cc(Br)cn2)cc1	-17	0	-5	0	10	3.9	-8	-3	-0.1
COc1ccc(NC(=O)CSc2nnc(NC(=O)C3CCC3)s2)cc1	-3	-7	0	3	-3	2.3	-5	-7	0.5
O=C1c2cc(S(=O)(=O)NCCCO)ccc2-c2ccc(S(=O)(=O)NCCCO)cc21	0	-6	1	0	5	-0.5	-3	-2	-0.2
c1ccc([C@H]2CNCCN2CCc2cccc3ccccc23)cc1	6	-5	·	·	-13	·	·	·	-0.1
CC(=O)Nc1ccc(SCC(=O)N(CCC#N)c2cc(C)cc(C)c2)cc1	-10	2	2	0	-4	0.2	-7	6	-0.1
O=C(NC1CCN(Cc2nnnn2CCc2ccccc2)CC1)c1ccccc1F	0&3	-13	-6	-1	-6	-1.2	3	3	-0.2
CC1(C)S[C@@H]2[C@H](NC(=O)COc3ccccc3)C(=O)N2C1C(=O)OCC1CCCCC1 (stereo partly specified)	-4	-3	3	-12	5	7.2	7	1	0.3
CCCCN1CCc2c1nc1ccc(Br)cc1c2N	2	3	0	2	6	2.9	3	-1	-0.1
CCOc1ccc(C(=O)Nc2ccc(S(=O)(=O)N3CCN(C)CC3)cc2)cc1	13	5	0	-3	5	-1.6	2	-7	0.1
Cc1cc(C)c2c(c1)[C@@H]1C=CC[C@@H]1[C@H](c1ccc(S(=O)(=O)N3CCOCC3)cc1)N2	3	-3	8	8	-2	-1.6	84*	-1	1.1
COc1ccc(NC(=O)C2CCN(S(=O)(=O)c3c(C)noc3/C=C/N(C)C)CC2)cc1	0	9	16	4	-7	3.0	11	1	-0.1
COc1ccc(C2CC(c3ccc(F)cc3)n3nc(NS(C)(=O)=O)nc3N2)cc1 (stereo unspecified)	-3	-7	4	-4	7	-2.5	3	-4	-0.1
Cc1occc(=O)c1OCc1ccc(F)cc1	5	1	4	-1	-5	-0.5	-1	0	-0.1
CCOC(=O)C1=C(O)C(=O)N(c2ccc(S(N)(=O)=O)cc2)C1c1ccccc1 (stereo unspecified)	1	1	-1	11	-2	-0.8	-2	5	0.0
COC(=O)c1cc2n3ccccc3c(C)c(-c3ccccc3)c-2c1C(=O)OC	24	-1	-59	2	2	3.3	24	4	0.1
CC(=O)N1CCc2cc(Br)cc(S(=O)(=O)CCC(=O)Nc3c(C)n(C)n(-c4ccccc4)c3=O)c21	8	-1	0	-1	2	-0.4	-3	-9	0.0
COC(=O)[C@H](Cc1ccccc1)NC(=O)N1CCN(Cc2ccccc2)CC1	1	0	0	-5	5	2.4	3	-2	0.1
COc1ccc(C2C(C(=O)c3ccc(C)o3)=C(O)C(=O)N2Cc2cccnc2)cc1OC (stereo unspecified)	27	-4	-2	-2	-55	-0.4	-1	0	0.0
CN1CCN(C(=O)C2CC(c3c(F)cccc3Cl)=NO2)CC1 (stereo unspecified)	11	0	2	-5	0	1.6	-1	2	-0.1
Cc1cccc(NC(=O)C[n+]2cccc(C)c2)c1	10	7	-5	-3	8	1.6	5	2	0.0
CC1CCc2c(nc3sc4c(c3c2N)CCCC4)C1 (stereo unspecified)	5	2	1	1	13	0.5	13	0	-0.2
Cc1ccc(F)cc1NC(=O)N1CCNC(=O)C1CC(=O)Nc1cc(Cl)ccc1Cl (stereo unspecified)	8	8	-4	-2	-6	2.0	-10	1	-0.1
CCN(C(=O)CSc1cc(C)c2cccc(C)c2n1)C1CCS(=O)(=O)C1 (stereo unspecified)	8	9	0	-4	2	2.4	10	-1	-0.1
CC(=O)c1ccc(Oc2cc(-c3ccccc3)nc(-c3ccccc3)n2)cc1	1	3	4	-3	-4	-0.7	5	4	0.1
CC(C)Cn1cc(C(=O)NCc2cccs2)c2c3ccccc3n(C)c2c1=O	-17	4	-5	14	-4	1.9	2	6	-0.2

Compounds from the list above containing an aryl thioether with sulfur outside any ring (3):
SMILES	GASC-1 inh	proCasp3 act	TPT1 inhibitor	PP1 inh	procasp7 counter	PP5 primary	core dimer inh	CTSL1 counter	Efflux pump inh
COc1ccc(NC(=O)CSc2nnc(NC(=O)C3CCC3)s2)cc1	-3	-7	0	3	-3	2.3	-5	-7	0.5
CC(=O)Nc1ccc(SCC(=O)N(CCC#N)c2cc(C)cc(C)c2)cc1	-10	2	2	0	-4	0.2	-7	6	-0.1
CCN(C(=O)CSc1cc(C)c2cccc(C)c2n1)C1CCS(=O)(=O)C1 (stereo unspecified)	8	9	0	-4	2	2.4	10	-1	-0.1

(further entries)
SMILES	GASC-1 inh	proCasp3 act	TPT1 inhibitor	PP1 inh	procasp7 counter	PP5 primary	core dimer inh	CTSL1 counter	Efflux pump inh
COc1cc(/C=C(\C#N)c2ccccn2)ccc1OCC(=O)Nc1ccc(Br)cc1	-4	-4	2	2	-4	3.7	5	-2	0.1
CN(CC(=O)Nc1ccc(F)c(F)c1F)c1cnccn1	-26	-8	0	-4	0	-2.6	2	4	0.0
COc1ccc(C(=O)O)c(O)c1	3	8	-3	-2	-5	0.3	4	1	0.0
COc1ccc(C2Nc3ccccc3C(=O)N2c2ccc(C)cc2)cc1Cn1nnc2ccccc21 (stereo unspecified)	1	-2	0	6	3	1.4	16	1	-0.1
CC(C)(C)c1ccc(CN2N=C(/C=C/c3ccccc3)CCC2=O)cc1	-30	-3	-1	-7	-14	4.6	14	3	0.6
CCN(CC)S(=O)(=O)c1ccc(C(=O)N2CCc3ccccc32)cc1	1	-2	2	2	6	-0.1	2	1	0.1
CCOC(=O)N1CCN(C(=O)COc2cccc3c2CCN(Cc2ccccc2C)C3=O)CC1	3	0	-2	-4	14	-1.2	10	6	0.8
CCCOC1CCCN(C(=O)CCc2nnc(CCCCc3ccccc3)o2)C1 (stereo unspecified)	7	5	0	10	-2	-2.0	3	-3	0.1
COc1ccc(Nc2nc(CC(C)=O)ns2)cc1OC	1	6	-6	-2	4	1.1	-1	-3	-0.2
CC(C)(C)c1ccc(OCC(=O)O)cc1	-1	1	9	0	4	1.8	-1	-3	0.1
Cc1cc(C)c(S(=O)(=O)c2c(C)cccc2C)c(OCC(C)C)n1	4	4	-1	-2	6	1.9	1	0	0.0
Oc1ccc(/C=N/NC(=S)NCc2ccco2)cc1	-1	4	-1	-3	-3	0.0	-3	2	-0.1
Cc1ncc([N+](=O)[O-])n1CCOC(=O)c1cc(Cl)cc(Cl)c1N	-4	3	1	1	6	1.0	25	8	0.1
CCN1CCN(c2cc(C)c3cc(NC(=O)c4ccc5c(c4)OCO5)ccc3n2)CC1	23	0	2	1	-1	-0.6	0	6	-0.1
COc1cccc(C(=O)N2CCCC(CCC(=O)NCc3ccc(F)c(F)c3)C2)c1 (stereo unspecified)	-8	-1	0	1	2	2.8	-5	1	0.0
O=C(CCC1CCCN(c2ncccn2)C1)N1CCN(c2ccccn2)CC1 (stereo unspecified)	3	-4	-1	-1	9	1.5	4	-1	0.0
CCOC(=O)c1ccc(NC(=O)CC2C(=O)OCCN2CC)cc1 (stereo unspecified)	24	-22	-3	-1	-29	-0.7	-8	3	0.1
COc1ccccc1CCCNC(=O)C1CCC(=O)N(CCc2cccc(F)c2)C1 (stereo unspecified)	2	0	-3	2	-2	4.5	-8	-3	-0.1
Cc1ccc(/C=C/C(=O)Nc2cccc(S(=O)(=O)N3CCOCC3)c2)o1	-3	-6	2	-3	-13	0.7	21	-1	-0.1
Nc1nnc(SCc2ccc(F)cc2)n1-c1ccccc1	-3	-7	0	0	9	0.8	0	-2	0.2
Cc1cccc(-c2nc(CN3CCN(Cc4cccc(F)c4)CC3)c(C)o2)c1	4	-2	0	5	1	2.3	4	2	0.1
CCC1CCCCN1CCCNC(=O)c1ccc(CS(=O)(=O)c2ccccc2OC)o1 (stereo unspecified)	15	8	3	2	0	2.2	0	2	0.1
COC(=O)c1ccccc1NC(=O)C1CC(=O)N(c2ccc(C)c(C)c2)C1 (stereo unspecified)	5	-6	-2	-2	-1	-0.8	3	1	0.1
O=C(Nc1cccc(C(=O)NC2CCCCC2)c1)c1ccccc1	8	5	-3	0	0	2.4	-2	0	0.0
CC1CCCN(S(=O)(=O)c2coc(C(N)=O)c2)C1 (stereo unspecified)	-8	5	0	0	10	0.7	-1	-3	-0.1

(list continues)
SMILES	GASC-1 inh	proCasp3 act	TPT1 inhibitor	PP1 inh	procasp7 counter	PP5 primary	core dimer inh	CTSL1 counter	Efflux pump inh
Cc1ccc2nc(SCC(=O)Nc3cccc(Cl)c3)nc(=O)n2c1	-1	5	2	1	13	1.8	0	1	0.1
CC(C)c1ccc(S(=O)(=O)N2CCN(C(=O)c3ccc(N4CCCC4)c([N+](=O)[O-])c3)CC2)cc1	-1	-3	1	8	0	5.3	25	-3	0.3
Cc1cc(NC(=O)Cn2nc(C)c([N+](=O)[O-])c2C)no1	-9	-1	-4	-1	1	0.3	7	-2	0.2
CCN(CC)c1ccc(/C=N/Nc2nc(C)cc(C)n2)cc1	2	0	-2	-3	-1	-1.2	-20	0	-0.1
CCCCn1c(=O)[nH]c(=O)c2c1nc(-c1cc(Br)c(OCC)c(OC)c1)n2C	-9	-7	-1	8	7	0.4	12	4	-0.2
O=C(CCN1C(=O)C2CCCCC2C1=O)Nc1ccc(Br)cc1F (stereo unspecified)	0	-3	2	0	-3	1.5	-5	3	-0.1
N#Cc1cccc(NC(=O)COC(=O)c2cccc(N3C(=O)c4ccccc4C3=O)c2)c1	3	0	-5	-1	-2	1.9	4	-9	0.0
O=C(Nc1ncccc1O)c1ccc(C(=O)c2ccccc2)cc1	14	1	2	-1	2	-0.2	-2	-1	0.0
CC(=O)c1ccc(N2C(=O)C3C4C=CC(CC4)C3C2=O)cc1 (stereo unspecified)	-10	0	1	4	0	0.9	-1	4	0.0
Cc1cc(NC(=O)CN(C)C)c([N+](=O)[O-])cc1C	6	4	3	-2	-1	-1.4	-5	-6	0.2
O=C(CCc1ccc(Oc2cc([N+](=O)[O-])cc([N+](=O)[O-])c2)cc1)Nc1cccc(Cl)c1	1	-1	0	11	1	4.0	-6	3	-0.1
